NR2E3 ag-1 = human photoreceptor-specific nuclear receptor agonism | Q9Y5X4 | CHO-S Gal4-NCOR/VP16-NR2E3 two-hybrid, luciferase | inhibition of corepressor binding, % at 3.98 µM | 360,000 compounds, 0.35% hits | AID 602229;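 active means inhibition above the mean of all tested compounds plus 3 SD, cut at about 70% in these data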;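 further: 0% = DMSO with NR2E3 transfected cells and 100% = cells lacking NR2E3 construct; higher means lower luciferase signal from less NR2E3 corepressor binding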
Target sequence (Q9Y5X4 whole entry, looked up, the tested form may be a part): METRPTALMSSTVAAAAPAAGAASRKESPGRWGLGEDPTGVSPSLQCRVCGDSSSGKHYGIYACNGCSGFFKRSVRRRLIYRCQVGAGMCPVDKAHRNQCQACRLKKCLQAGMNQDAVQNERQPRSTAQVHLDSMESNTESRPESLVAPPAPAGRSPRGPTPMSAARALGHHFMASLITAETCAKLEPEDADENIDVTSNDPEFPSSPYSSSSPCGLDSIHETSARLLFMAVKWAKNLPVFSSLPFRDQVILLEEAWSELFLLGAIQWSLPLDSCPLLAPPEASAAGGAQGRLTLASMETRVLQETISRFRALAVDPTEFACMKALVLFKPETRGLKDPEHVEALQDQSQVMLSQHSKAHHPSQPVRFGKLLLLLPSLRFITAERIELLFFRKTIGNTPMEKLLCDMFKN
aDG glyco up = alpha-DG glycosylation activation; activation, % at 10 µM; Pro5-aDG cells, alpha-DG glycosylation AlphaScreen (IIH6); 0% Pro5, 100% B10-LARGE cell signal; 360,000 compounds, 0.22% hits;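 active means activation of at least 8% versus controls, or a plate z-score of at least 8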;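 further: Pro5 are CHO cells carrying HIG-tagged alpha-DG that lacks glycosylation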
TWEAK-Fn14 inh = blocks TWEAK-Fn14 interaction in a reporter cell assay. 360,000 compounds, 2% hits. inhibition, % at 10 µM. TWEAK-stimulated Fn14 reporter cells, luciferase luminescence, 8 h. AID 1159606; in the data active means inhibition above about 50%
KKLEB cytotox = CF airway cell cytotoxicity counter-screen. KKLEB CF airway cells viability, ATPlite luminescence, overnight; stronger effect = lower value; cells stimulated with P. aeruginosa culture filtrate. activity change (cytotoxicity), % at 5 µM. 360,000 compounds, 0.36% hits. AID 602141;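 active means corrected activity change at or below -50% at 5 µM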
iPSC survival up = increases survival of single human iPS cells. survival enhancement, % at 20 µM. 360,000 compounds, 0.044% hits. hiPSC single-cell survival, ATPlite luminescence; 100% = ROCK inhibitor wells, 0% = DMSO. AID 602274; in the data active means survival enhancement above about 18%;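 further: cells exposed to compounds for 16 hours before the ATP read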
NR2E3 ag-2 = NR2E3 (human) agonism | GST-NR2E3/biotin-RetCOR TR-FRET, 1536-well | inhibition of corepressor binding, % at 4.78 µM | 320,000 compounds, 0.12% hits | AID 2300;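 active means percent inhibition above the cutoff of mean plus 3 SD of all tested compounds, set per screening campaign, cut at about 20% in these data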;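 further: 0% = DMSO wells and 100% = biotin wells as full block of FRET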
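Material – GST-tagged NR2E3 plus biotinylated RetCOR corepressor · Quantity – NR2E3 fusion 1.35 nM · Times – 5 h incubation at 4 °C · Medium – pH 7.5 Tris-based buffer · Technique – TR-FRET, Eu(K)-anti-GST donor, streptavidin-D2 acceptor, ex 340, em 617/671 nm · Benchmarks – high control biotin, low control 0.6% DMSO · Format – 1536-well plates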
HIF-2a block = inhibitors of HIF-2a; 786-0 RCC cells HIF-2a reporter, luciferase luminescence, overnight; AID 624352; 360,000 compounds, 0.72% hits; inhibition, % at 18.8 µM;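 active means inhibition of the luminescence signal of 40% or more relative to plate controls, in a single-dose primary screen at 18.75 µM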
CF NFkB block = blocks PAF-induced NF-kB reporter in cystic fibrosis cells; 360,000 compounds, 0.86% hits; inhibition, % at 5 µM; KKLEB NF-kB-GFP reporter, GFP fluorescence overnight;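 active means at least 50% inhibition at 5 µM, scaled per plate between neutral and stimulator controls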;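 further: PAF is a Pseudomonas aeruginosa culture filtrate used as stimulus; plate controls were PAF-stimulated DMSO wells for no effect and unstimulated DMSO wells for full effect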
Peg3 prom inh = inhibitors of Peg3 promoter. HeLa PEG-Prom luciferase reporter, luminescence, overnight. inhibition, % at 20 µM. 360,000 compounds, 1.7% hits. AID 588405;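 active means inhibition of at least 50% at 20 µM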
TRPM1 prom inh = inhibitors of MITF-driven TRPM1 promoter in melanoma cells. AID 488899. 330,000 compounds, 0.83% hits. inhibition, % at 12.5 µM. SK-MEL-5 TRPM1 promoter luciferase, 24 h;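 active means mean inhibition across replicates of 60% or more, whatever share of single replicates reaches that level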; further: values of inactives mirror those of a sister screen read the other way
Shn3 3UTR inh = reduces Shn3 3'UTR luciferase signal in osteoblasts; Clone20 osteoblast Shn3 3'UTR firefly luciferase, 24 h; inhibition, % at 12.5 µM; 360,000 compounds, 0.52% hits;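 active means mean inhibition of at least 75% with every replicate also reaching 75%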;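 further: 0% = median of neutral control wells and 100% = pilot-screen positive control compound; some compounds past the cut are filed as inactive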
* hit, by the source's call; / = not tested or not shown. No enrichment for hits; any-hit rate near 4.4%.

A first look (2 entries):
SMILES | NR2E3 ag-1 | aDG glyco up | TWEAK-Fn14 inh | KKLEB cytotox | iPSC survival up | NR2E3 ag-2 | HIF-2a block | CF NFkB block | Peg3 prom inh | TRPM1 prom inh | Shn3 3UTR inh
O=[N+]([O-])c1ccc(N2CCNCC2)cc1Sc1nc2ccccc2[nH]1 | -14 | -0.1 | -6 | -9 | -0.4 | -4 | 9 | 10 | 6 | -5 | 21
Cc1cc(CNC(=O)Cn2nc(C)c([N+](=O)[O-])c2C)c2ccccc2n1 | -10 | -0.1 | -18 | -5 | -0.1 | 1 | 20 | 14 | 2 | -6 | 9

The list itself, from the start:
SMILES | NR2E3 ag-1 | aDG glyco up | TWEAK-Fn14 inh | KKLEB cytotox | iPSC survival up | NR2E3 ag-2 | HIF-2a block | CF NFkB block | Peg3 prom inh | TRPM1 prom inh | Shn3 3UTR inh
O=[N+]([O-])c1ccc(N2CCNCC2)cc1Sc1nc2ccccc2[nH]1 | -14 | -0.1 | -6 | -9 | -0.4 | -4 | 9 | 10 | 6 | -5 | 21
Cc1cc(CNC(=O)Cn2nc(C)c([N+](=O)[O-])c2C)c2ccccc2n1 | -10 | -0.1 | -18 | -5 | -0.1 | 1 | 20 | 14 | 2 | -6 | 9
COc1ccccc1N1CCN(C(=O)NCc2ccc(Cl)cc2)CC1 | 2 | 0.1 | 11 | 12 | -0.2 | -1 | 6 | -16 | 9 | -6 | 13
CCCN(CC(=O)Nc1ccccc1C)C(=O)c1oc2ccc(OCC)cc2c1C | 4 | 0.3 | -34 | -7 | -0.3 | -3 | 13 | 6 | 12 | -2 | 3
O=C(NC1CC2CCCC(C1)N2C(=O)N1CCCCC1)C1CCCCC1 (centres undefined) | 4 | 0.2 | 7 | 13 | -0.7 | 1 | 16 | -4 | 2 | 3 | 1
Nc1cnn(C2OC(CO)C(O)C2O)c(=O)n1 (centres undefined) | -12 | 0.1 | -1 | 5 | 0.4 | 2 | 16 | 6 | 1 | -1 | -11
CCn1cc(S(=O)(=O)NCc2ccccc2Br)cn1 | -7 | -0.2 | -6 | -3 | 1.5 | -3 | 3 | 0 | 11 | -2 | 1
COc1cccc(-c2ccc(C#N)c(OC(=O)c3ccc(Cl)cc3)n2)c1 | -19 | -0.1 | 6 | 0 | -1.2 | 1 | 16 | 2 | 6 | 4 | -3
CCOC(=O)c1c(NC(=O)CN2C(=O)c3ccccc3C2=O)sc(Cc2ccc3c(c2)OCO3)c1C | -29 | -0.3 | -4 | -8 | 0.7 | -1 | 9 | 6 | 19 | / | -7
O=C(COC(=O)CNC(=O)c1ccco1)Nc1ccc(F)cc1 | 0 | -0.3 | 7 | 3 | -0.1 | -2 | 8 | 7 | 8 | 5 | 3
Cc1ccc(C(=O)Nc2cccc3cccnc23)cc1Br | -11 | -0.1 | -34 | 2 | -0.6 | -3 | -272 | -3 | -212 | / | -89
COc1cccc(CC2CC(=O)N(c3ccc4c(C)cc(=O)oc4c3)C2=O)c1 (centres undefined) | -12 | 0.0 | -1 | 10 | -0.8 | -4 | 14 | 1 | 6 | -7 | -28
O=C(Nc1ccc(Cl)cc1)Nc1nnc(Cc2ccc([N+](=O)[O-])cc2)s1 | -17 | -0.2 | 2 | -6 | -2.1 | 3 | 5 | 14 | 0 | 5 | 6
CCCCC1=CC2=CC(=O)C(C)(OC(=O)CC)C(=O)C2=CN1CCc1c[nH]c2ccccc12 (centres undefined) | 0 | -0.3 | -6 | 11 | 0.5 | -2 | 17 | 7 | -5 | 16 | 3
CCOC(=O)N1CCC(N2Cc3cccc(C(=O)Nc4ccc(N(CC)CC)cc4C)c3C2=O)CC1 | -4 | 0.8 | 1 | -9 | -0.6 | -1 | 6 | -6 | 41 | -11 | 20
COc1ccc(S(=O)(=O)NC(CC(=O)NCc2ccccc2OC)c2ccco2)cc1 (centres undefined) | -10 | 0.3 | -7 | 5 | 2.4 | 3 | 12 | -1 | 4 | -9 | 7
Cc1oc(-c2cccs2)nc1CN1CCN(C2CCCC2)C(CCO)C1 (centres undefined) | -2 | -0.4 | -10 | -5 | -0.4 | -2 | 12 | 4 | -2 | -19 | -8
COc1ccc(C2=CCC3CCCCN3C2)cc1OC (centres undefined) | 14 | 0.5 | -5 | 13 | 2.2 | / | 0 | -11 | 10 | 4 | -16
C/C(=N\NC(=O)CSc1nc2ccccc2c(=O)n1-c1ccccc1C)c1cccs1 | 3 | 0.0 | 26 | -1 | -0.2 | 1 | 13 | -8 | 7 | 10 | 16
Nc1cc(S(=O)(=O)N2CCOCC2)ccc1Oc1ccc(F)cc1 | 18 | 0.5 | -1 | 12 | 0.0 | -3 | 18 | -31 | 7 | 4 | -11
Cc1c(C#N)c2ccccc2n1CC(=O)NCc1cccnc1 | -11 | 0.1 | -38 | -6 | 5.5 | 0 | 12 | 11 | 14 | 8 | -3
Cn1cccc1/C=C1\SC(=O)N(CC(=O)Nc2ccc(F)cc2)C1=O | 0 | 0.8 | 1 | -12 | 0.2 | 0 | -14 | 5 | -21 | -42 | -7
COc1ccc(S(=O)(=O)N(C)CC(=O)Nc2ccccc2OC)cc1 | -5 | 0.0 | -17 | 3 | -1.7 | 1 | 11 | -8 | 5 | -7 | -7
O=C1C=C(NCc2ccc(Cl)cc2)CC(c2ccco2)C1 (centres undefined) | -3 | -0.2 | 23 | 9 | -1.5 | 3 | 7 | -17 | 18 | 7 | 1
Cc1noc(NC(=O)c2ccc(Cl)cc2)c1Cl | 9 | 0.4 | -41 | -1 | 1.0 | 1 | -194 | 8 | -95 | -39 | -20
CC(C)CNC(=O)CN1C(=O)NC(Cc2c[nH]c3ccccc23)C1=O (centres undefined) | -25 | 0.1 | 3 | 1 | -0.2 | 2 | 3 | 9 | 15 | 0 | 5
O=C(O)C1CCC1C(=O)Nc1nc(-c2ccc(Cl)s2)cs1 (centres undefined) | 8 | 0.0 | 14 | 3 | -0.6 | -3 | 9 | 0 | 5 | -2 | 4
CCOc1ncccc1C(=O)Nc1ccc(S(=O)(=O)Nc2nc(C)cc(C)n2)cc1 | 14 | 1.1 | -20 | -2 | 3.1 | 2 | 11 | 14 | 3 | 3 | -9
C/C(N)=C(/C#N)C(=O)CSc1cc(C)c2cc(C)cc(C)c2n1 | -5 | 0.1 | -6 | 0 | -0.2 | 2 | -2 | -1 | 10 | -10 | 0
COCCSc1nnc(NC(=O)C2CCCO2)s1 (centres undefined) | -29 | 0.0 | -5 | 4 | 1.2 | 3 | -45 | 0 | -16 | -18 | -34
CCOC(=O)C1(C)CCN1C(=O)c1ccc(OC)cc1 (centres undefined) | 0 | -0.1 | 7 | 16 | 5.0 | / | -4 | -5 | -1 | / | -9
Cc1ccc(C)c(-n2c(-c3csc(C)c3C)n[nH]c2=S)c1 | -21 | 0.1 | 11 | 2 | 1.2 | 3 | 16 | 9 | 3 | -2 | 12
CCN(CC(=O)N1CCCCC1)S(=O)(=O)c1ccccc1 | -13 | 0.0 | 1 | -22 | -0.1 | 0 | 3 | 14 | -1 | -1 | 6
Cc1ccc2cc(NC(=O)C3(C)CCN3CC(C)C)ccc2n1 (centres undefined) | -32 | 0.0 | -3 | 8 | 1.9 | / | -33 | 2 | -7 | / | -10
Cc1cc(OCc2cccc(Cl)c2)c(C)cc1CN1CCOCC1 | -29 | 0.1 | -29 | -5 | 1.6 | 3 | -161 | 18 | -112 | -41 | -26
Cc1ccc(S(=O)(=O)N2CCCCC2CCNC(=O)C(=O)NCCc2ccco2)cc1 (centres undefined) | -42 | -0.2 | 17 | -14 | 0.3 | 0 | 10 | 15 | 16 | 31 | 15
COc1ccc(C(C(=O)NC2CCCCC2)N(CC2CCCO2)C(=O)CNC(=O)c2ccco2)cc1 (centres undefined) | -8 | -0.1 | -1 | -1 | -0.5 | 4 | 9 | 4 | 5 | -2 | -39
CC1(C(=O)NC2CCCCC2)CCC(=O)N1Cc1cccnc1 (centres undefined) | -29 | 0.2 | -7 | -13 | -3.4 | 2 | 15 | -15 | -11 | -1 | 19
CC(=O)/C=C(\C)Nc1c(C)n(C)n(-c2ccccc2)c1=O | -7 | -0.1 | 5 | -12 | -1.1 | -3 | 6 | 8 | 17 | -3 | -18
COCc1nnc(NC(=O)CCC2CCCCC2)s1 | 1 | 0.0 | 6 | 5 | 6.1 | 0 | -75 | 14 | -53 | -22 | -5
O=C(Oc1nsnc1N1CCOCC1)N1CCCCC1 | -1 | 0.0 | -27 | 0 | 0.8 | -1 | 0 | 12 | 1 | -2 | -13
COc1ccccc1OCCCC(=O)Nc1ccc2c(c1)OCCO2 | 35 | 0.7 | -33 | 3 | 1.3 | 1 | -70 | -25 | -35 | -26 | 2
Cc1ccc(C)c(-c2nnc(NC(=O)COc3ccccc3)o2)c1 | -11 | -0.1 | -1 | 4 | -0.6 | -3 | -2 | 3 | 24 | 8 | -6
CCOC(=O)N1CCN(c2nc3ccc(C(=O)c4ccccc4)cc3n3cnnc23)CC1 | 8 | 0.0 | -28 | 8 | -0.1 | -4 | -3 | 3 | 14 | -21 | 7
Cc1ccc(S(=O)(=O)NCCc2ccncc2)cc1 | 5 | 0.0 | 13 | 4 | -2.1 | -2 | 11 | 7 | 3 | 2 | -3
CCCCCCN1C[C@H](O)[C@@H](n2cc(COC(=O)c3ccccc3)nn2)C[C@@H]1c1ccc(Cl)cc1 | -12 | 0.0 | -9 | 8 | 4.8 | / | 6 | 30 | 9 | / | -1
CCc1nnc(NC(=O)COC(=O)c2cc(OC)cc(OC)c2)s1 | -10 | 0.1 | 6 | -8 | 1.2 | / | 10 | 25 | -2 | 7 | -21
COc1ccc(-c2[nH]ncc2CN(C)Cc2c(C)n[nH]c2C)c(OC)c1 | -2 | 0.0 | 1 | 5 | -0.6 | -1 | 14 | 1 | 5 | -4 | -14
CCc1ccc(OCC(O)CN2CCCC2)cc1 (centres undefined) | -7 | 0.0 | 6 | -4 | -0.2 | -1 | 23 | 6 | 4 | -5 | 8
CC1=Nn2c(nnc2-c2cccs2)SC1 | -6 | -0.2 | -14 | -4 | 12 | 3 | 1 | -2 | -7 | 1 | 5
COc1ccc(-c2cn(-c3ccc(C)cc3)c(=O)n2CC(=O)Nc2ccc(OC)cc2OC)cc1 | -88 | -0.1 | -25 | 3 | -1.0 | -3 | -166 | -18 | -94 | -14 | -30
CCOc1ccc(Oc2ccc(C(F)(F)F)cc2N)cc1 | -1 | -0.1 | 2 | -12 | -2.8 | 0 | -112 | 19 | -82 | -38 | -7
O=C(COC(=O)c1ccc(S(=O)(=O)N2CCCC2)cc1)Nc1cccnc1Cl | 0 | -0.4 | -20 | -5 | -0.1 | -1 | 9 | 18 | 14 | 1 | -12
COc1cc2[nH]c(=S)nc(NCc3cccs3)c2cc1OC | -11 | 0.2 | 4 | 7 | -0.6 | -1 | 16 | -6 | 23 | 0 | 15

Compound activity (PubChem)
